Eya2 phos inh: qHTS Assay for Inhibitors of the Phosphatase Activity of Eya2; Potency, µM (series often up to 76.9 µM), inactives show at the top dose activity, negative = inhibition, most hits filed as inhibitors; recombinant Eya2, OMFP fluorescence dephosphorylation (OMFP is methylfluorescein phosphate); Protein phosphatase EYA2 (Homo sapiens), O00167; actives 0.006% (n = 330,000); further: potency means the concentration at half of the fitted maximal effect; on the % scale 0 is the no-effect control and ±100 the full control effect
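Eya2 (0.2 uM) preincubated 10 min at ambient with compound, then OMFP substrate added at 50 uM; 10 min reaction in 50 mM HEPES pH 7.5, 50 mM NaCl, 5 uM MgCl2, 0.05% BSA, 1 mM DTT. Fluorescence read at Ex 485/Em 525 nm.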
TSG101-PTAP inh: qHTS Assay for Iinhibitors of HIV-1 Budding by Blocking the Interaction of PTAP/TSG101; Potency, µM (top dose mostly 115 µM), without a hit: top-dose activity change, negative = inhibition, most hits filed as inhibitors; 340,000 tested, under 10 active; AID 493005, 2010; Fluorescence polarization, FITC-PTAP peptide / Tsg101 binding; active means well fitted inhibition curve with a large enough effect in the main read-out, with a control signal flat, not every such curve was filed as active; inconclusive means small, poorly fitted or top-dose-only effect, or effect the other way, or a change in a side signal; inactive means no such curve, though single readings can be large or run the other way; further: potency means the concentration at half of the fitted maximal effect; % of control where 0% means no effect
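FP read-out: FITC-PTAP peptide, 50 nM final, binding Tsg101 binding domain, 10 uM final; 20 min, r.t.; 10 mM HEPES pH 7.5, 0.15 M NaCl, 0.01% Tween 20, 3 mM EDTA, 0.1 mM TCEP.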
Tb PFK inh: qHTS Assay to Find Inhibitors of T. brucei phosphofructokinase. ATP-dependent 6-phosphofructokinase (Trypanosoma brucei brucei), O15648. T. brucei PFK, ADP-Glo luminescence. Potency, µM (series often up to 57.5 µM), for inactives: at the highest dose activity, negative = inhibition, most hits filed as inhibitors. actives 0.17% (n = 330,000). AID 485367, 2010;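 further: potency means the concentration at half of the fitted maximal effect; 0% = uninhibited 1x PFK enzyme wells and -100% = no-enzyme wells; nearly all actives have a fitted effect of over 60% in size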
Target sequence (O15648 whole entry, looked up): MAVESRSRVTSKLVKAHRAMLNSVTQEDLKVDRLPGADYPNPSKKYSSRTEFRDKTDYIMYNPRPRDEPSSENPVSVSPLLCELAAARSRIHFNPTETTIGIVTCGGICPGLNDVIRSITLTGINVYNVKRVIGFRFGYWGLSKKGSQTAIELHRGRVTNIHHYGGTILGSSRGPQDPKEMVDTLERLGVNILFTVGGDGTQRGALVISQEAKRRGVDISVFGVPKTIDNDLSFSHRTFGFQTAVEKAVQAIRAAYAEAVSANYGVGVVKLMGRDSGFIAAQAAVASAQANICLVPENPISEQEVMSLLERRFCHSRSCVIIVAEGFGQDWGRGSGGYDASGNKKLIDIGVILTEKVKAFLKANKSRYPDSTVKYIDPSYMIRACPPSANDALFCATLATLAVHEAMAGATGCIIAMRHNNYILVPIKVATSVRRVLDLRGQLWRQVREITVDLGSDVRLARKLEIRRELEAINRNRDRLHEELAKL
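PFK 1.25 nM, F6P 0.5 mM, ATP 0.1 mM, 0.1 M TEA pH 8.0, 5 mM MgCl2, 0.01% Tween20, 0.1% BSA; 45 min RT. ADP-Glo readout. qHTS titration up to 57 uM; curves fitted, compounds curve-classed.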
USP2a block: qHTS Assay for Inhibitors of Ubiquitin-specific Protease USP2a Using CHOP2 as the Reporter. Potency, µM (titrated, usually from 38.3 µM), inactives show at the highest dose activity change, negative = inhibition, usual class: inhibitors. Ubiquitin carboxyl-terminal hydrolase 2 (Homo sapiens), O75604. USP2 core, Ub-CHOP2 coupled fluorogenic reporter, 485/531. actives 0.01% (n = 330,000). AID 463254, 2010;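 further: potency means the concentration at half of the fitted maximal effect; plate controls were DMSO wells for no effect and full inhibition by NEM control for full effect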
Target sequence (O75604 whole entry, looked up): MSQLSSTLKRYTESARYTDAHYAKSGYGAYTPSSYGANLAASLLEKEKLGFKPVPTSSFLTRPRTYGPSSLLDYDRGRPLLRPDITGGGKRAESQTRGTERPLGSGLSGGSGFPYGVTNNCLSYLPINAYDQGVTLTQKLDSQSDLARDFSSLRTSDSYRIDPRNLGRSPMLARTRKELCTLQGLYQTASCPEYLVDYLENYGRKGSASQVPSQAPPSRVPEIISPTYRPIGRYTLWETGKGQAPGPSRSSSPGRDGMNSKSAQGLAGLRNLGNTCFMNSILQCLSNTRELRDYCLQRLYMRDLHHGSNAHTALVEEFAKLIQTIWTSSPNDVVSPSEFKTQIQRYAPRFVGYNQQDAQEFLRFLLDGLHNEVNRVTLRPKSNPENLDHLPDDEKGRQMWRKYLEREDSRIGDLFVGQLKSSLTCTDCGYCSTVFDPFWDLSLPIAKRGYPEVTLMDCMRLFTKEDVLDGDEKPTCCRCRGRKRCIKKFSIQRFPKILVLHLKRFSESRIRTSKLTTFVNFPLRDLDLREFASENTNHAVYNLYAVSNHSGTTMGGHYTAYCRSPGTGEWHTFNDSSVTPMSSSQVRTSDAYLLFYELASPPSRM
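USP2 core (10nM final) preincubated 30min RT with compound in 20mM Tris-HCl pH 8.0, 2mM CaCl2, 2mM beta-mercaptoethanol, 0.05% CHAPS; 25nM Ub-CHOP2 plus 25nM reporter substrate added, fluorescence (Ex485/Em531) read after 60min.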
TCR act: Activators of T cell receptors: qHTS campaign; primary human leukocytes, anti-CD3, IL-2 HTRF, 48 h; 330,000 tested, under 10 active; Potency, µM (series often up to 9.22 µM), inactives show at the top dose activation of IL-2 secretion, most hits filed as activators; further: % of control where 0% means no effect
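48 hr co-incubation of compounds, a-CD3 beads and primary human leukocytes; IL-2 quantified homogeneously by HTRF with anti-IL-2 K and d2 conjugates.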
ELG1 repair inh: qHTS screen for small molecules that inhibit ELG1-dependent DNA repair in human embryonic kidney (HEK293T) cells expressing luciferase-tagged ELG1; AID 504467, 2011; HEK293T ELG1-luciferase reporter, luminescence, 16 h; DNA damage induced by 5-fluorouridine; actives 2.3% (n = 330,000); Potency, µM (titrated, usually from 46.1 µM), inactives show at the top dose activity change, negative = inhibition, hits mostly inhibitors; further: potency means the concentration at half of the fitted maximal effect; on the % scale 0 is the no-effect control and ±100 the full control effect; nearly all actives have a fitted effect of over 55% in size
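In this reporter screen, reduction of luminescence relative to DMSO vehicle indicated activity. Compounds and 5-fluorouridine were added together to 2,000 cells per well, incubated for 16 hr at 37 °C, then developed with ONE-Glo.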
Chronic BCR inh: qHTS Assay to Find Inhibitors of Chronic Active B-Cell Receptor Signaling | ABC-DLBCL IkBa-CBG/CBR reporter, luminescence ratio, 4 h | Potency, µM (titrated, usually from 46.1 µM), for inactives: at the highest dose ratio change, negative = lower green/red ratio, most hits filed as inhibitors | actives 0.05% (n = 340,000) | AID 493014, 2011; active means well fitted inhibition curve with a large enough effect in the signal ratio, with a control signal flat, not every such curve was filed as active; inconclusive means small, poorly fitted or top-dose-only effect, or effect the other way, or a change in a side signal; the % refers to the signal ratio;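 further: potency means the concentration at half of the fitted maximal effect; plate controls were basal doxycycline-induced cells for no effect and cells given 10 µM MG132 for full effect; MG132 reads +100%, hits lower the ratio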
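Compounds up to 46 uM were incubated four hours with TMD8 cells whose green CBG68 luciferase is fused to IkappaBalpha; red CBR luminescence normalised the signal, and concentration-effect curves were fitted to fusion, red and ratio data.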
Mito fusion act: qHTS Assay for Small Molecule Inhibitors of Mitochondrial Division or Activators of Mitochondrial Fusion. Potency, µM (doses to about 46.1 µM), for the others: at the highest dose growth rescue (activation), usual class: activators. S. cerevisiae fusion-defective mutant growth rescue, CellTiterGlo 48 h. AID 485298, 2010. actives 0.23% (n = 320,000);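 further: potency means the concentration at half of the fitted maximal effect; % of control where 0% means no effect; nearly all actives have a fitted effect of over 45% in size; temperature-sensitive fusion mutants such as fzo1-1 at 37 °C on non-fermentable ethanol glycerol medium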
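Compounds are tested for their ability to restore growth of mitochondrial fusion-defective yeast strains at non-permissive 37C in YPEG medium over 48 hours. Viability is quantified by luciferase luminescence.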
B2AR arrestin: qHTS assay of beta-arrestin-biased ligands of beta2-adrenergic receptor; actives 0.02% (n = 330,000); Potency, µM (series often up to 46.1 µM), inactives show top-dose activation, actives largely listed as activators; Beta-2 adrenergic receptor (Homo sapiens), P07550; beta-arrestin recruitment to beta2AR, cell-based reporter; AID 492947, 2010;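 further: potency means the concentration at half of the fitted maximal effect; 0% = DMSO controls and full agonism = EC100 isoproterenol or metaproterenol; nearly all actives have a fitted effect of over 65% in size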
uPA generation: qHTS for Inhibitors of Cell Surface uPA Generation. cell surface uPA generation assay, qHTS. Potency, µM (highest dose often 38.3 µM), without a hit: at the highest dose activity change, negative = inhibition, hits mostly inhibitors. actives 0.31% (n = 330,000). AID 540303, 2011; active means well fitted inhibition curve with a large enough effect; inconclusive means small, poorly fitted or top-dose-only effect; inactive means no such curve, though single readings can be large or run the other way; tested in mouse RAW 264.7 cells; further: potency means the concentration at half of the fitted maximal effect; on the % scale 0 is the no-effect control and ±100 the full control effect; nearly all actives have a fitted effect of over 55% in size
TSHR antag: Antagonists of the Thyroid Stimulating Hormone Receptor: HTS campaign; activity change, negative = inhibition, % at 11.5 µM; TSHR-expressing cells, TSH-stimulated cAMP HTRF, 2 h; hits give low values; actives 0.2% (n = 330,000); Thyrotropin receptor (Homo sapiens), P16473;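 active means activity change below a set negative limit, meaning inhibition stronger than a set level, cut at about -70% in these data; inconclusive means activity change between two set negative limits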; further: on the % scale 0 is the no-effect control and ±100 the full control effect
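Competitive HTRF cAMP read-out (cryptate anti-cAMP antibody, cAMP-d2; 30 min, room temperature) in freshly harvested TSHR cells. Compounds added before TSH at EC80 (4nM final), followed by 2 hours' incubation at 37 deg C.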
* = called active by the depositor; ? = inconclusive; nt = not tested or not shown; [ ] = remark or other dose. Unless noted, the call rests on the fitted dose curve; in most records, active means well fitted curve in the direction sought with a large enough effect; inconclusive means small, poorly fitted or top-dose-only effect, or another doubt; inactive means no such curve, though single readings can be large; an effect the other way counts as inactive or inconclusive.

SMILES,Eya2 phos inh,TSG101-PTAP inh,Tb PFK inh,USP2a block,TCR act,ELG1 repair inh,Chronic BCR inh,Mito fusion act,B2AR arrestin,uPA generation,TSHR antag
Cc1cc(=O)[nH]c(SCC(=O)Nc2ncc(S(=O)(=O)c3ccc([N+](=O)[O-])cc3)s2)n1,9.3%,-5.1%,1.5%,-1.7%,1.2%,-14.9%,7.1%,-0.2%,-0.2%,4.5%,-5.3
COC(=O)C1C(=O)C2=C(CC1C)NC(C)=C(C(=O)OC1CCCCC1)C2c1ccc(N(C)C)cc1 (configuration not stated),2.9%,-2.2%,-1.3%,-10.2%,4.4%,?,12.0%,-15.2%,0.1%,-5.3%,1.9
Nn1c(SCc2csc(-c3ccccc3)n2)nnc1-c1cccs1,-18.7%,-3.6%,3.0%,4.2%,-4.6%,1.6%,2.1%,-0.2%,0.3%,-6.0%,0.1
Nc1nc(SCC(=O)NCCN2CCOCC2)nc2sc3c(c12)CCC3,0.5%,-0.9%,-6.0%,2.2%,-5.7%[46.1 µM],7.4%,2.0%,0.5%,-1.5%,0.0%,20.0
COc1cccc(-n2ccnc2SCC(=O)Nc2nccs2)c1,-8.8%,-4.4%,-2.9%,0.3%,1.2%,?,-14.0%,-0.2%,0.2%,-4.0%,11.6
CC(Sc1nc(N)cc(N)n1)C(=O)NCC1CCCO1 (configuration not stated),8.6%,-0.6%,-0.4%,2.0%,6.4%,9.0%,-1.7%,0.1%,-0.1%,3.1%,-7.2
COc1cc(NC(=S)Nc2ccc(Br)cc2Cl)c(OC)cc1Cl,0.8%,-1.1%,0.4%,0.9%,3.4%[46.1 µM],?,-2.2%,13.0%,-1.2%,10.9%,-0.3
CCN(C(=O)c1ccco1)c1nnc(-c2cccnc2)s1,-8.1%,0.7%,-5.6%,0.8%,8.3%,?,?,5.9%,-0.6%,-5.9%,7.1
O=C1C=C(c2ccccc2)C(=O)N1Nc1ccccc1,-15.0%,-2.2%,23.9µM*,1.4%,-0.8%,?,?,-6.6%,7.3%,-19.9%,-14.1
Cc1onc(-c2ccccc2)c1C(=O)N/N=C/c1cc2c(cc1Br)OCO2,-5.5%,-2.1%,-2.4%,-1.9%,-1.4%[46.1 µM],?,?,nt,-0.5%,-3.0%,12.0
Cc1ccccc1-n1c(C)cc(/C=C2/C(=N)N3C(c4ccccc4)=CSC3=NC2=O)c1C,0.7%,4.8%,-27.9%,1.4%,0.5%[46.1 µM],-7.4%,4.7%,1.2%,-0.3%,7.3%,-12.8
O=C(c1ccco1)N1C2C=CC(C2)C1(C(F)(F)F)C(F)(F)F (configuration not stated),7.1%,-2.5%,-13.7%,-0.1%,-30.1%,7.7%,-1.4%,0.4%,0.5%,7.0%,13.0
CCN(CC(=O)Nc1ccc(NC(C)=O)cc1)CC(=O)Nc1cc(C)on1,8.9%,0.5%,-21.7%,-0.5%,5.8%,7.0%,?,-2.8%,-0.2%,0.8%,19.5
CSc1ccccc1NC(=O)c1noc(C)c1[N+](=O)[O-],8.9%,-2.0%,-8.6%,-1.7%,7.1%,10.7%,5.8%,1.8%,-0.4%,?,8.6
COc1ccc(-c2cc(C(F)(F)F)nc(N3CCCCCC3)n2)cc1,6.5%,-1.6%,5.5%,-0.9%,1.7%,-5.6%,-3.4%,1.4%,-0.8%,4.8%,-0.2
Cc1cc(C)cc(CC(Cc2nc3ccccc3[nH]2)c2nc3ccccc3[nH]2)c1 (configuration not stated),-24.2%,0.4%,2.0%,-10.3%,-6.6%,?,?,11.5%,0.1%,-13.2%,-10.2
N#CCCN(C(=O)COC(=O)c1ccc2c(c1)OCCO2)c1ccccc1,-17.0%,-4.6%,1.7%,2.1%,4.9%[46.1 µM],-10.1%,-0.4%,nt,-0.6%,-1.4%,10.4
CCOc1ccc(C(=O)NCC(c2ccco2)N2CCOCC2)cc1 (configuration not stated),-18.0%,-2.4%,3.7%,0.1%,5.1%,3.0%,1.3%,12.0%,0.0%,-16.2%,38.6
CC(=O)N1CCN(C2=NC(=O)/C(=C/c3ccc(OS(=O)(=O)c4ccccc4)cc3)S2)CC1,-13.6%,-5.3%,2.1%,0.6%,7.6%,?,-17.2%,0.1%,-0.2%,?,-18.6
CCOc1ccccc1C(=O)n1nc(C)cc1C,1.2%,-7.7%,-7.3%,-11.1%,0.2%,-1.1%,0.5%,-1.0%,0.4%,-2.7%,17.4
COc1ccccc1C(=O)NNC(=O)c1ccc(NC(=O)c2ccccc2)cc1,-6.3%,0.7%,-2.8%,0.7%,2.3%,?,-9.1%,-3.4%,-0.3%,2.4%,-6.3
O=C(NC1CCCCC1)c1cc(S(=O)(=O)N2CCOCC2)ccc1Cl,4.5%,-0.5%,-13.7%,0.1%,-6.4%,-5.3%,-6.7%,-3.5%,-0.1%,4.5%,28.6
COc1cccc2cc(-c3cc(=O)oc4ccc(OCC(C)=O)cc34)oc12,2.3%,-5.1%,-2.1%,1.3%,10.8%,2.59µM*,?,2.5%,0.2%,13.2%,10.3
CCOc1ccc(NC(=S)NC(=O)c2cnn(CC)c2)c([N+](=O)[O-])c1,1.1%,-0.6%,-1.5%,0.2%,6.7%,-6.8%,-4.6%,-8.1%,-0.5%,0.7%,2.6
CC(=O)c1cccc(N(CC(=O)Nc2ccc(F)cc2)S(C)(=O)=O)c1,0.8%,-0.5%,-0.9%,0.3%,-3.1%[46.1 µM],?,?,-4.9%,-0.7%,-1.1%,8.9
COc1ccc2[nH]c(=O)c(CN(c3ccc(C)c(C)c3)S(C)(=O)=O)cc2c1,2.5%,2.4%,0.8%,-1.0%,nt,?,?,-4.4%,-0.5%,-9.7%,-9.5
Cc1ccc(S(=O)(=O)N2CCN(CC(=O)N/N=C\c3ccc(O)c(O)c3)CC2)cc1,?,-3.4%,4.1%,-0.8%,2.8%,1.1%,?,-3.4%,5.1%,-27.0%,-1.4
Cc1cc(C)c(NC(=O)CNC(=O)COC(=O)C2=COCCO2)c(C)c1,-17.2%,-2.5%,3.5%,-3.7%,1.7%,5.8%,?,-3.2%,0.0%,1.8%,nt
COc1cccc(N2CCN(C(=O)CC(C)(C)CC3=NS(=O)(=O)c4ccccc4N3)CC2)c1,1.4%,-0.9%,0.0%,1.0%,4.6%,?,-11.6%,-20.5%,-0.8%,4.9%,-5.4
C=CC[C@@H](CC(=O)OC(C)(C)C)C(=O)OC[C@H]1CCCN1C(=O)[C@@H](CC=C)CC(=O)NCCO,-10.1%,0.8%,1.8%,0.1%,-7.5%,13.3%,2.4%,nt,-0.5%,-0.1%,-11.2
Cc1noc(C)c1COC(=O)C(c1ccccc1)c1ccccc1,2.6%,1.0%,-1.3%,-1.5%,9.0%,?,-6.1%,29.9%,-0.2%,nt,-0.9
COc1ccc(-c2nnc(SCC(=O)NC(C)c3ccccc3)o2)cc1OC (configuration not stated),9.8%,-2.5%,2.3%,-2.6%,-1.3%,-15.6%,-3.2%,0.2%,0.3%,-4.4%,-6.8
Cc1csc(SCC(=O)Nc2cc(S(=O)(=O)N3CCCC3)ccc2Cl)n1,-28.2%,-4.0%,2.7%,-1.2%,-0.5%,6.6%,-23.1%,4.2%,-0.3%,0.8%,-12.3
